NR3A LBD binder: modulators (binders) of human NR3A ligand-binding domain | NR3A LBD differential scanning fluorimetry, Tm shift; 0% = protein alone, 100% = glycine-bound protein | 340,000 compounds, 2.5% hits | Tm shift relative to glycine control, % at 25 µM;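 active = melting temperature shift of at least 10% of the positive control shift, at one fixed dose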
Mdm2 MdmX PPI: inhibitors of human Mdm2/MdmX interaction. SaOS-2 split-luciferase Mdm2/MdmX complementation, luminescence. inhibition, % at 8 µM. 330,000 compounds, 3% hits;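 active = inhibition of at least 50% at 8 µM in the primary screen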
tim10-1 inh: growth inhibitors of tim10-1 mutant yeast; 330,000 compounds, 2.2% hits; inhibition, % at 20 µM; S. cerevisiae tim10-1 ts strain growth, BacTiter-Glo, 24 h;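 active = inhibition of at least 40%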;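 also: mutant grown at 25 °C; 0% = DMSO wells with yeast and 100% = wells holding no yeast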
APJ agonist: APJ receptor agonism; P35414; CHO-K1 APJ PathHunter beta-arrestin, luminescence; 0% DMSO wells, 100% apelin; activation, % at 20 µM; 330,000 compounds, 0.11% hits;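 active = activation more than six SD over the plate average, tested at 20 µM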;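 also: 0% = DMSO alone and 100% = apelin-13 at 10 nM; some results filed as inactive read as strong as hits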
Target sequence (P35414 whole entry, looked up): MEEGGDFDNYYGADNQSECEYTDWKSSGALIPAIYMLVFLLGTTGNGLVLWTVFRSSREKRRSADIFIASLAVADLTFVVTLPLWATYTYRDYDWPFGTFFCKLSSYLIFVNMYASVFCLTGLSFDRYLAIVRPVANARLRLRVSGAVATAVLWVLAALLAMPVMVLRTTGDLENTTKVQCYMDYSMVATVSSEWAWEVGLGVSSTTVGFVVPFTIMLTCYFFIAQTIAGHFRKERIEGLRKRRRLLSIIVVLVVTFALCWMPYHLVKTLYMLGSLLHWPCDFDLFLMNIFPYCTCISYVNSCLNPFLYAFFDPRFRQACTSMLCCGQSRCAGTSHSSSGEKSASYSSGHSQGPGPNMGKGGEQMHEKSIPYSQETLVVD
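Assay system – PathHunter CHO-K1 APJ (AGTRL-1) beta-arrestin reporter cells · Compound – one dose, 20 µM compound, 1% DMSO · Timing – compound 90 min 25 °C, reagent 1 h · Measured by – luminescence from split beta-galactosidase complementation, Galacton Star/Emerald II substrate · Measure – beta-arrestin recruitment to APJ as agonist activity, luminescent signal · Benchmarks – DMSO vs Apelin-13 10 nM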
XBP1 UPR activ: activators of adaptive arm of unfolded protein response (XBP1) | CHO-XBP1 luciferase reporter, IRE1-XBP1 UPR activation, luminescence; percent of tunicamycin response, DMSO as zero | activation, % at 20 µM | 330,000 compounds, 0.33% hits;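 active = versus positive control, 20 µM dose yields 30% or more activation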;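 also: 100% = tunicamycin at 10 µg/mL and 0% = DMSO only wells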
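Material: CHO-XBP1 cells stably carrying IRE1-XBP1-driven luciferase reporter | Medium: F12 with 10% serum | Compound dosing: 20 µM single concentration, DMSO 1% | Incubation: Overnight seeding at 37 °C, 6 h compound treatment at 37 °C | Detection: Steady-Glo luminescence read | Read-out basis: % activation of reporter signal versus tunicamycin and DMSO controls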
tim23-1 inh: tim23-1 yeast growth inhibition; 330,000 compounds, 1.3% hits; inhibition, % at 20 µM; S. cerevisiae tim23-1 growth, BacTiter-Glo luminescence, 24 h;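 active = growth inhibition of the mutant yeast at or above 50%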;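 also: temperature-sensitive mutant grown at 25 °C; plate controls were DMSO-treated mutant yeast for no effect and medium wells lacking yeast for full effect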
NLRP3 yeast inh: NALP3 inhibition in yeast; Yeast reconstituted NLRP3/ASC/caspase-1, beta-gal luminescence, 24 h; inhibition, % at 10 µM; 330,000 compounds, 0.39% hits; AID 2825;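 active = inhibition of 50% or more; inactive = inhibition below 50%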;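 also: plate controls were induced DMSO wells for no effect and uninduced yeast grown without galactose for full effect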
UPR CHOP act: activators of apoptotic arm of unfolded protein response (CHOP); CHO-CHOP luciferase reporter, UPR activation, luminescence; percent of tunicamycin response over DMSO baseline; activation, % at 10 µM; 330,000 compounds, 0.34% hits;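 active = at 10 µM dose, activation of 40% or more, normalized to positive control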;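 also: 100% = tunicamycin at 10 µg/mL and 0% = DMSO alone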
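System: CHO-CHOP luciferase reporter cell line | Buffer or medium: F12 medium containing 10% fetal bovine serum | Doses: One dose, 10 µM in 0.5% DMSO | Times: 6 h compound exposure at 37 °C after overnight seeding | Signal: Luciferase luminescence | Read-out: % activation vs tunicamycin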
TIM10 inh: TIM10 yeast growth inhibition. 330,000 compounds, 1.4% hits. S. cerevisiae TIM10 strain growth, BacTiter-Glo luminescence, 24 h. inhibition, % at 10 µM;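 active = inhibition of 40% or more at the single tested concentration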;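 also: wild-type TIM10 isogenic control strain grown at permissive 25 °C; 0% = DMSO yeast wells and 100% = minimal medium wells without yeast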
* hit, by the source's call; nt = not tested or not shown.

entry	canonical_smiles	TIM10 inh	XBP1 UPR activ	NLRP3 yeast inh	Mdm2 MdmX PPI	tim10-1 inh	APJ agonist	UPR CHOP act	tim23-1 inh	NR3A LBD binder
1	Cc1n[nH]c(=O)nc1N/N=C/c1cccs1	11	5	22	-5	39	-1	1.5	15	-1
2	COCC(=O)N(C)c1nnc(-c2ccccn2)s1	4	2	-8	-12	-1	7	0.6	-6	1
3	O=C(O)/C=C/c1cccc(NC(=O)Nc2ccc([N+](=O)[O-])cc2)c1	7	1	2	-2	14	0	1.7	4	18*
4	CC(C)OCCCNCc1cccs1	3	4	-3	-2	-1	0	1.8	-1	0
5	O=C(O)Cc1c(-c2ccccc2Cl)c2cc(Br)ccc2[nH]c1=O	-2	-1	6	-9	9	-2	-0.3	1	2
6	COCCOc1ccc(C(F)(F)F)cc1Nc1nc2ccccc2o1	34	1	20	-32	36	4	4.8	47	-1
7	NS(=O)(=O)c1cc(Cl)c(Cl)c(S(N)(=O)=O)c1	17	-7	4	-16	17	-2	-2.5	0	0
8	O=C(COc1ccc(C(=O)c2ccccc2)cc1)NC1CCCCCC1	16	2	9	3	11	-3	0.6	38	1
9	COC(=O)CCC/C=C1/SCC(NC(=O)c2ccccc2)C1NC(C)=O (stereo not drawn)	0	-3	24	5	-9	-3	2.1	1	-4
10	CN1C(=O)[C@@H]2[C@@H]3C[C@@H]([C@H]4ON=C(c5ccc(Cl)cc5)[C@@H]34)[C@@H]2C1=O	10	-5	5	25	1	-1	-1.8	16	-3
11	CCOP(=O)(c1ccccc1)C1(O)CCCCC1 (stereo not drawn)	-11	0	12	19	2	-7	-0.4	5	3
12	Cc1cc(C)n(-c2cc(N3CCN(S(=O)(=O)c4ccc(Cl)cc4)CC3)ccc2[N+](=O)[O-])n1	26	0	-8	-8	23	-1	-0.9	38	1

Single records, as listed above. Order of values: TIM10 inh	XBP1 UPR activ	NLRP3 yeast inh	Mdm2 MdmX PPI	tim10-1 inh	APJ agonist	UPR CHOP act	tim23-1 inh	NR3A LBD binder
Profile of COCCOc1ccc(C(F)(F)F)cc1Nc1nc2ccccc2o1 = 34	1	20	-32	36	4	4.8	47	-1
Profile of O=C(O)Cc1c(-c2ccccc2Cl)c2cc(Br)ccc2[nH]c1=O = -2	-1	6	-9	9	-2	-0.3	1	2

In another format: 4 of the compounds above
(3) O=C(O)/C=C/c1cccc(NC(=O)Nc2ccc([N+](=O)[O-])cc2)c1
  TIM10 inh: 7 | XBP1 UPR activ: 1 | NLRP3 yeast inh: 2 | Mdm2 MdmX PPI: -2 | tim10-1 inh: 14 | APJ agonist: 0 | UPR CHOP act: 1.7 | tim23-1 inh: 4 | NR3A LBD binder: 18*

(4) CC(C)OCCCNCc1cccs1
  TIM10 inh: 3 | XBP1 UPR activ: 4 | NLRP3 yeast inh: -3 | Mdm2 MdmX PPI: -2 | tim10-1 inh: -1 | APJ agonist: 0 | UPR CHOP act: 1.8 | tim23-1 inh: -1 | NR3A LBD binder: 0

(5) O=C(O)Cc1c(-c2ccccc2Cl)c2cc(Br)ccc2[nH]c1=O
  TIM10 inh: -2 | XBP1 UPR activ: -1 | NLRP3 yeast inh: 6 | Mdm2 MdmX PPI: -9 | tim10-1 inh: 9 | APJ agonist: -2 | UPR CHOP act: -0.3 | tim23-1 inh: 1 | NR3A LBD binder: 2

(6) COCCOc1ccc(C(F)(F)F)cc1Nc1nc2ccccc2o1
  TIM10 inh: 34 | XBP1 UPR activ: 1 | NLRP3 yeast inh: 20 | Mdm2 MdmX PPI: -32 | tim10-1 inh: 36 | APJ agonist: 4 | UPR CHOP act: 4.8 | tim23-1 inh: 47 | NR3A LBD binder: -1

Next results follow.
entry	canonical_smiles	TIM10 inh	XBP1 UPR activ	NLRP3 yeast inh	Mdm2 MdmX PPI	tim10-1 inh	APJ agonist	UPR CHOP act	tim23-1 inh	NR3A LBD binder
13	CC(=O)N1CCc2cc(S(=O)(=O)NCCC(=O)NCCc3ccc(Cl)cc3)ccc21	-16	-10	8	0	2	1	-0.7	-4	0
14	Cc1cc(C)n(CCOc2nonc2N)n1	7	-4	13	32	6	3	2.2	-2	2
15	CC1CCN(c2ccc3c(c2)S(=O)(=O)c2cccc(C(=O)NC4CCCCC4)c2C3=O)CC1	5	0	23	0	16	-4	7.0	25	-1
16	COc1ccc(OCC(=O)Nc2ccc(N3CCN(C(=O)c4ccccc4C)CC3)cc2)cc1	-1	-4	4	11	-2	1	-1.2	18	18*
17	O=C(Nc1ccc(Cl)c(S(=O)(=O)N2CCOCC2)c1)[C@@H]1CCCN1C(=O)c1cccs1	4	-3	-2	16	-14	-2	-0.1	-4	1
18	CC(=O)NS(=O)(=O)c1ccc(NC(=O)CSc2ccccc2)cc1	-3	0	5	10	15	-4	0.0	-3	-1
19	COC(=O)CCNS(=O)(=O)c1ccc2ccccc2c1	13	-2	19	0	29	1	3.1	15	6
20	O=C(COC(=O)c1ccc(Br)o1)NCc1ccccc1Cl	-5	-1	9	-1	-10	0	-1.2	13	0
21	CC(=O)Nc1cccc(CP(=O)(c2ccccc2)c2ccccc2)c1	1	-1	17	10	-18	1	0.7	12	-2
22	C=CCn1c(-c2csc(-c3ccccc3)n2)n[nH]c1=S	-6	-5	33	6	7	-4	-1.7	-10	-1
23	CCOC(=O)c1[nH]ncc1CN1CCCC(C(=O)c2ccc(C(C)(C)C)cc2)C1 (stereo not drawn)	-4	-5	18	14	-1	-3	0.9	18	-9
24	CCOc1cc(NC(=S)NCc2ccco2)c(OCC)cc1NC(=O)c1ccco1	5	-5	31	9	8	-2	0.6	-4	-1

entry	canonical_smiles	TIM10 inh	XBP1 UPR activ	NLRP3 yeast inh	Mdm2 MdmX PPI	tim10-1 inh	APJ agonist	UPR CHOP act	tim23-1 inh	NR3A LBD binder
25	CC(=O)N1CC(C)Sc2ccc(S(=O)(=O)NCc3ccc(Cl)cc3)cc21 (stereo not drawn)	-7	-5	15	14	18	-3	-1.5	25	0
26	NC(=O)CCc1nc2cc(C(F)(F)F)ccc2n(Cc2ccccc2)c1=O	8	5	11	-23	-13	-1	-0.5	10	-4
27	CCCCN(CC)CCNC(=O)c1cc2c(=O)[nH]c3ccc(C)cc3c2s1	-1	1	11	83*	25	3	1.2	18	-4
28	CCOC(=O)c1c(C)[nH]c(C(=O)COC(=O)CNC(=O)c2ccc(Cl)cc2Cl)c1C	0	0	5	-1	9	1	3.8	2	0
29	O=C(CCc1ccccc1)Nc1ccccc1C(=O)N1CCOCC1	-3	-3	14	-28	-3	-3	0.9	7	0
30	CC1Cc2cc(/C(O)=C3/C(=O)C(=O)N(CCCn4ccnc4)C3c3cccnc3)ccc2O1 (stereo not drawn)	-32	2	-2	-14	2	-2	-4.0	-7	-1
31	CC(=O)c1cccc(NC(=O)/C(=C\c2ccco2)NC(=O)c2cccs2)c1	1	-4	14	-3	11	-1	0.3	10	-1
32	COc1ccc(CNC(=O)C(c2ccncc2)N(C(=O)Cc2cccs2)c2cccnc2)cc1 (stereo not drawn)	1	0	1	-12	16	-4	1.9	7	1
33	Cc1ccc(NC(=O)CN2C(=O)S/C(=C\c3cccn3C)C2=O)cc1	9	-3	19	-6	9	0	-1.4	2	1
34	COc1ccc(Cl)cc1C(=O)NNC(=O)C1CCCO1 (stereo not drawn)	2	-2	2	1	-3	-3	0.6	0	2
35	COc1ccc(NC(=O)c2c(NC(=O)CNCc3ccco3)sc3c2CCC3)cc1	22	-2	2	7	16	-5	-1.6	9	1
36	Cc1[nH]n(-c2ccccc2)c(=O)c1N=O	13	0	-3	6	-3	-1	2.0	-3	-2

entry	canonical_smiles	TIM10 inh	XBP1 UPR activ	NLRP3 yeast inh	Mdm2 MdmX PPI	tim10-1 inh	APJ agonist	UPR CHOP act	tim23-1 inh	NR3A LBD binder
37	COc1ccccc1N1CCN(CCCNC(=O)Nc2ccccc2)CC1	-8	0	13	22	-24	0	0.1	-4	0
38	CN(Cc1ccccn1)Cc1nc(-c2ccc(Cl)cc2)no1	-26	-1	-13	-32	4	4	1.3	9	-1
39	COCc1nnc(SCC(=O)Nc2cccc(Cl)c2C)n1-c1ccccc1	25	-3	9	11	16	-4	0.7	12	-2
40	Cc1ccc2nc(NC(=O)CCNS(=O)(=O)c3cccs3)sc2c1	14	0	-5	-9	20	3	-0.9	8	-6
41	CCOc1ccc(S(=O)(=O)n2nnc3ccccc32)cc1C	0	0	4	-6	-8	-2	-0.8	-10	-1
42	CN1CCN(/N=C/c2c3ccccc3c(Cl)c3ccccc23)CC1	47*	1	-18	14	47*	-1	2.1	39	1
43	O=C(CCC1COc2ccccc2O1)Nc1cccnc1 (stereo not drawn)	8	0	18	5	1	-3	-2.6	-3	0
44	CC(C)C1CC(CCN2CCCCC2)(c2ccccc2)CCO1 (stereo not drawn)	6	-3	7	18	7	-4	0.1	10	-1
45	COCCCn1c(SCC(=O)n2c(C)c(C)c3ccccc32)nnc1-c1ccoc1C	40*	-2	17	3	44*	-2	-1.7	34	0
46	COc1ccc(S(=O)(=O)N2CCC(C(=O)NC3CCCCC3C)CC2)cc1 (stereo not drawn)	-8	-2	-1	28	9	-3	-1.3	12	0
47	CCOC(=O)C1CCN(CCC(=O)Nc2ccc(C)c(C)c2)CC1	2	-2	13	6	4	-2	-0.6	0	-1
48	COc1ccc(S(=O)(=O)N(C)C)cc1NC(=O)c1ccc(OCC(=O)N2CCOCC2)c(OC)c1	-6	-1	15	26	-1	-4	1.9	12	1

Individual results from the list.
compound 47 in TIM10 inh: 2
compound 27 in NLRP3 yeast inh: 11

New compounds follow:
entry	canonical_smiles	TIM10 inh	XBP1 UPR activ	NLRP3 yeast inh	Mdm2 MdmX PPI	tim10-1 inh	APJ agonist	UPR CHOP act	tim23-1 inh	NR3A LBD binder
49	O=C(Cc1c(C(=O)O)[nH]c2ccccc12)NCCN1CCN(c2ccccc2F)CC1	-15	1	6	-3	7	-1	0.1	9	0
50	CC1(C)C2CCC(C2)C1(C)NC(=O)CN1CCOCC1 (stereo not drawn)	-4	1	-1	26	12	4	-0.5	13	-12
51	Cc1nnc(SCC(N)=O)n1CC1CCCO1 (stereo not drawn)	3	-1	9	6	-5	-3	-0.4	-2	2
52	CC(C(=O)Nc1ccccc1)N1CCN(C(=O)c2ccco2)CC1 (stereo not drawn)	-3	-2	11	17	-10	-3	-0.7	-5	4
53	NCCCCCNC(=O)c1nc[nH]c1C(=O)NCC(=O)OCc1ccccc1	-5	-4	30	-9	5	-2	-1.8	16	2
54	Cc1ccc(C)n1-c1ccc(C(=O)/C=C/N(C)C)cc1	11	-1	-10	17	12	1	1.2	-4	1
55	O=C(N[C@@H](Cc1ccccc1)C(=O)O)c1c(F)c(F)c(F)c(F)c1F	0	1	-3	10	-8	-2	-1.5	-8	-2
56	Cc1cccc(C(=O)NCCNC(=O)c2cnccn2)c1	-16	1	-7	-5	-6	-4	-0.3	5	1
57	COc1ccc2[nH]c3c(c2c1)CCN1C(=O)C(CC(=O)NCc2ccco2)C[C@H](C(=O)N2CCOCC2)[C@@]31CCC1CCCC1 (stereo partly drawn)	1	3	nt	21	16	nt	2.4	37	-4
58	COc1ccc(C2CC(c3cccs3)=NN2C(=O)CCC(=O)O)cc1OC (stereo not drawn)	-5	-1	8	18	3	-5	0.7	9	0
